# From PubChem
# FEN1 inhibitor: inhibitors of human flap endonuclease 1 | P39748 | Recombinant FEN1 flap cleavage, fluorescence, 15 min | Potency, µM (series often up to 114 µM), for the others: top-dose activity change, negative = inhibition, actives largely listed as inhibitors | hit rate 0.35% among 390,000 | AID 588795; also: nearly all actives have a fitted effect of over 65% in size
# Target sequence (P39748 whole entry, looked up): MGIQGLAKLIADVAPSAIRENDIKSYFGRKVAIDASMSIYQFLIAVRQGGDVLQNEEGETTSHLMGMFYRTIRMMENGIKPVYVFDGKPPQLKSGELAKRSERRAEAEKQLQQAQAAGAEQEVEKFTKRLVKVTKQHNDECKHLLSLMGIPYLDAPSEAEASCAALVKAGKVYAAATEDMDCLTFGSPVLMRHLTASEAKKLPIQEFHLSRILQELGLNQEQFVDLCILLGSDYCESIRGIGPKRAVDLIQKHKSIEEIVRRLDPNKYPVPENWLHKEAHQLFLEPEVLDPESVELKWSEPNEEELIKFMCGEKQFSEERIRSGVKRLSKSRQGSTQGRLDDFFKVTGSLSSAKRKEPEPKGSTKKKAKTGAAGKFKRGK
#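 FEN1 at 10 nM, compound pretreatment for 15 min (room temperature), 50 nM final substrate to initiate; endpoint reads at 0 and 15 min; DMSO-only plates used as vehicle background.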
# TDP1 block: TDP1 (human) enzyme inhibition; recombinant TDP1, AlphaScreen DNA substrate cleavage; Potency, µM (titrated, usually from 130 µM), for inactives: top-dose activity change, negative = inhibition, actives largely listed as inhibitors; AID 485290; hit rate 0.28% among 350,000; also: nearly all actives have a fitted effect of over 40% in size
# Target sequence (Q9NUW8 whole entry, looked up): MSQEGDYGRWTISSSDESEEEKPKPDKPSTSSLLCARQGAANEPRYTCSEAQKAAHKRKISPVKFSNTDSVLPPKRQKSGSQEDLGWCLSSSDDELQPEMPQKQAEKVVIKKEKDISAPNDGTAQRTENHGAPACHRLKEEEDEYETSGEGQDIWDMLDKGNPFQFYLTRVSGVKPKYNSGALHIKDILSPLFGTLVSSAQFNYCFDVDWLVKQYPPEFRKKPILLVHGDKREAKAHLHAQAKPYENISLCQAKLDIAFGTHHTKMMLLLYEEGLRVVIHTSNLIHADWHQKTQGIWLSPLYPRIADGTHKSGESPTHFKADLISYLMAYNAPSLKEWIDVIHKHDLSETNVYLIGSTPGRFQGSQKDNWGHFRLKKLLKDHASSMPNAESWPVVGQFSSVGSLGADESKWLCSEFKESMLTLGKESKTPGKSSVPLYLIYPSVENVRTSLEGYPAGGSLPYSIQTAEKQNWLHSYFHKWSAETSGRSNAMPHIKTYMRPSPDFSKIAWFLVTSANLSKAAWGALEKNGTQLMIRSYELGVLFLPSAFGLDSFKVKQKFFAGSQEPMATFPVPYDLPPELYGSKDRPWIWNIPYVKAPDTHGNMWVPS
#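 Signal: AlphaScreen proximity between streptavidin donor and anti-FITC acceptor beads on intact substrate. Reaction: Tdp1 1 nM, substrate 15 nM final, 5 min RT after 15 min compound preincubation.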
# N370S GC mod: inhibitors or activators of N370S glucocerebrosidase for Gaucher disease; N370S GC spleen homogenate, 4MU-glucoside fluorescence; Potency, µM (highest dose often 59.4 µM), inactives show at the highest dose activity change, negative = inhibition, most hits filed as inhibitors; hit rate 0.092% among 330,000; AID 2101;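 also: 0% = full enzyme activity and -100% = no enzyme basal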
# Starred values were filed as active, the others as inactive; u = inconclusive; x = not tested or not shown; & = joins results of further samples; [ ] = dose if it differs, or a comment. Calls follow the shape of the dose curve; as a rule, active = well fitted curve in the direction sought with a large enough effect; inconclusive = small, poorly fitted or top-dose-only effect, or another doubt; inactive = no such curve, though single readings can be large; an effect the other way counts as inactive or inconclusive. Unless noted, % is scaled to controls: 0 for no effect and ±100 for the full control effect; potency is read from the fitted curve at half-maximal effect.
SMILES | FEN1 inhibitor | TDP1 block | N370S GC mod
COc1ccc2[nH]cc(CCN=C(NC(=O)c3ccccc3OC)Nc3nc(C)cc(C)n3)c2c1 | -4% | 7% | x
Cc1c(N=Cc2ccncc2)c(=O)n(-c2ccccc2)n1C | -2% | 4% | -15%
Cc1cc(F)ccc1NCc1ccccc1-c1nnc(-c2ccccc2Cl)o1 | -4% | 0%[12.3 µM] | x
NC(=O)c1ccc(NC(=O)CSc2nncn2-c2ccccc2)cc1 | -2% | 9% | 0%
O=C(NCCc1c[nH]c2ccccc12)/C(=C\c1cccnc1)NC(=O)c1cccs1 | -2% | 6% | -1%
Cc1cc(C)c2c(c1)c(C)cc1nnc(SCc3ccccc3C#N)n12 | -6% | -2% | x
Cc1c(C(=O)N2CCN(Cc3ccc4c(c3)OCO4)CC2)sc2ncnc(N3CCN(c4ccccc4)CC3)c12 | 0% | 6% | -14%
N#C/C(=C\c1cccc(O)c1)C(=O)N1CCCCC1 | -3% | x | -9%
CCc1ccc2c(c1)C(=O)C[C@]1(CCC[C@H](C)C1)O2 | -13% | x | 6%
CCC(C)NC(=O)c1sc2nc(C)c(C(=O)Nc3ccc(C)cc3C)c(-c3ccc(Cl)cc3)c2c1N (stereo not given) | -6% | 0% | x
CC(C)(C)n1cnc2cc(NC(=O)c3cccs3)ccc21 | 1% | 6% | 7%
O=S(=O)(NC1=NCCCCC1)c1cc(F)ccc1F | -2% | 1% | x
Cc1cc(C)n(CCC(=O)N/N=C/c2ccc(O)cc2O)n1 | -1% | 4% | -23%
CN(C)/C=C1\NC(=S)N(c2ccc(Cl)cc2)C1=O | 2% | x | -3%
COc1cc(OC)c(OC)cc1CN1CCc2nc(N3CCN(C)CC3)ncc2C1 | 20% | -4% | x
O=C(NCc1ccccn1)Nc1ccccc1 | 23% | -6% | -10%
CC(C)(C)c1csc(NC(=O)c2cccs2)n1 | -8% | 3% | 17%
CCOC(=O)c1c(C=O)c2sc(C)cc2n1C | 11% | 3% | 10%
O=C(COC(=O)c1ccc(Cl)s1)c1ccc[nH]1 | -2% | 6% | -12%
CCOc1ccccc1CN1CCNC(=O)C1CC(=O)N(C)CCc1cnn(C)c1 (stereo not given) | 0% | 2% | -1%
COc1ccccc1OCCNC(=O)C1CCCCC1 | 21% | 8% | 5%
COc1ccc(C2=NS(=O)(=O)N(C)C(C(=O)Nc3cc(C)ccc3O)=C2)cc1OC | -21%&-2% | 6% | -2%
COc1cccc(Oc2cnc(N)nc2-c2ccc(OC)cc2O)c1 | u | 9% | -5%
Cc1ccc(C(=O)NCC(=O)N2CCN(c3ncccn3)CC2)s1 | 7% | 0% | 10%
Cc1[nH]c(=O)[nH]c(=O)c1CSCC(=O)OCC(=O)Nc1ccccn1 | -2% | 2% | -5%
COc1cccc(CNC(=O)c2cc3n(n2)CCCN(Cc2ccc(C)cc2)C3=O)c1OC | 16% | 6% | x
CCCNC(=S)N1CCN(C)CC1 | 10% | x | 0%
O=C(Nc1cccc(-c2nc3cccnc3s2)c1)c1ccc(Cl)nc1 | 1% | x | 1%
CC(=O)N1c2ccc(S(=O)(=O)NCC3CCC(C(=O)Nc4cccc(C)n4)CC3)cc2CC1C (stereo not given) | 17% | 4% | -10%
CCc1cc2c(=O)nc3n(c2s1)Cc1ccccc1/C3=C(/O)c1cccc([N+](=O)[O-])c1 | 8% | 4% | 8%
Cc1ccc(S(=O)(=O)Nc2c(C)nn(C)c2C)cc1C | -6% | x | -7%
Cc1ccc(C(=O)n2cnnc2N)cc1C | 2% | 4% | 3%
O=S(=O)(NCc1ccco1)c1cnc(Cl)c(Cl)c1 | -14% | -3% | 3%
CCOCCCNC(=O)C1CCC(CNS(=O)(=O)c2ccc(F)cc2)CC1 (stereo not given) | -1% | 4% | 0%
CNC(=O)C(=O)NCCN1CCN(C(=O)c2ccc([N+](=O)[O-])cc2)CC1 | 0% | 5% | 12%
COc1ccc(-c2ccc(OC)c(C3C4C=CCC(C)C4C(=O)N3Cc3ccccc3)c2)cc1 (stereo not given) | -2% | 9% | -1%
COc1cc(OC)cc(-c2nc3nc(C)c(CCC(=O)Nc4cc(F)ccc4F)c(C)n3n2)c1 | -1% | 6% | x
CC(C)OC(=O)[C@@H]1CC[C@H](C)[C@@H](CCC[C@@H]2C[C@@H](O)C[C@H](CC#N)O2)O1 | x | 16% | 1%
COc1ccc2nc(SCC(=O)NCc3ccc(F)cc3)[nH]c2c1 | 10% | x | -2%
CC1(C(=O)N2CCN(c3ccccc3)CC2)CC1(Cl)Cl (stereo not given) | -2% | 1% | 2%
CSc1nc(N)nc(N(C)C)n1 | 18% | 8% | -21%
Nc1ccc(-c2cn3cccnc3n2)cc1 | -4% | 0% | -6%
O=c1cc(NC2CCCCCC2)[nH]c(=O)[nH]1 | 12% | 2% | -1%
Cc1ccc(C)c(OCCCN2CCCC2)c1 | 2% | 0% | 5%
COC(=O)c1cn(-c2ccc(Cl)cc2)c(=O)c2ccccc12 | 5% | 0% | 7%
O=S(=O)(Nc1ccc2c(c1)nc1n2CCN(Cc2ccccc2)C1)c1ccccc1 | -13% | 6% | 5%
O=C(Nc1c(C(=O)Nc2ccc(F)cc2)oc2ccccc12)c1cc2ccccc2o1 | -14% | -6% | x
O=C(CSc1nnc2ccc(-c3ccccn3)nn12)Nc1ccccc1 | -5% | x | 5%
Cc1cc(/C=N/NC(=O)C(=O)N2CCCC2)c(C)n1-c1cccc(Br)c1 | 4% | 9% | -7%
COc1ccc(-c2cc(C(=O)Oc3cccc(C)c3)c3cc(C)ccc3n2)cc1 | -4% | -2%[2.28 µM] | x

# The list goes on.
SMILES | FEN1 inhibitor | TDP1 block | N370S GC mod
Cc1ccc(CCCOC(=O)C[N+]2(C)CCCCC2)cc1 | 8% | 2% | -1%
CCN1C(=O)c2ccccc2Sc2ccc(NC(=O)Nc3cccc([N+](=O)[O-])c3C)cc21 | 3% | 7% | x
CCOc1ccc2nc(NC(=O)c3cccc(-c4cc5ccccc5oc4=O)c3)sc2c1 | -15% | 4% | 4%
Cc1ccc(NS(=O)(=O)c2ccc(N3C(=O)CCC3=O)cc2)cc1 | -15% | -1% | 1%
O=C(N/N=C/c1cn(Cc2cccc(F)c2)c2ccccc12)c1cc(O)cc(O)c1 | 22µM* | 0.63µM* | -29%
Cc1cc(C)n(CC(=O)NN)n1 | -4% | 0% | -9%
Cc1cccc[n+]1C1C(c2ccc([N+](=O)[O-])cc2)C(C#N)=C(C(=C=[N-])C#N)NC1(O)C1CC1 (stereo not given) | -6% | 3% | -8%
Cc1cc(C(=O)OCC(=O)N(C)c2ccccc2)ccc1[N+](=O)[O-] | 7% | 0% | -14%
COc1cc(OC)c(C2SCCS2)c(OC)c1 | 6% | 3% | -13%
Cc1cc(-c2ccc(S(=O)(=O)Nc3ccc(Br)c(C)c3)s2)on1 | -2% | 0% | x
Nc1ccc(N=Nc2ccccc2)c2ccccc12 | -9% | 11% | 12%
CC(C)C(=O)O/N=C(\N)c1ccc(Oc2ccc(Cl)cc2)c([N+](=O)[O-])c1 | -16% | 3% | 6%
CCn1c(SCC(=O)c2ccc(O)c(O)c2)nnc1-c1ccccc1 | 4% | -11% | -7%
Cc1cccc(OCC(=O)NNC(=O)CSc2ncc(C#N)c(N)n2)c1 | -8% | -3% | 7%
CC1(C)CC(=O)C(C(c2ccncc2)C2C(=O)CC(C)(C)CC2=O)C(=O)C1 | -3% | -1% | -4%
COc1cc(N2CN=c3s/c(=C\c4ccccn4)c(=O)n3C2)cc(OC)c1OC | -1% | 10% | -5%
CCOc1ccc(Br)cc1C(=O)N/N=C/c1cccc(C)n1 | -1% | x | 2%
Cc1cc(C)cc(NC(=O)CN(C)S(=O)(=O)c2ccc3[nH]c4c(c3c2)CCCC4)c1 | 0% | 10% | x
COc1ccc2cnnc(SCC(=O)Nc3ccccc3)c2c1OC | -5% | 4% | -23%
Cc1c(CN2CCC(Oc3ccc(C(=O)N4CCCCC4)cc3)CC2)cnn1C | 7% | 3% | -4%
CC1=C(C(=O)Nc2cccc(C(=O)N3CCC(C(N)=O)CC3)c2)SCCO1 | -19% | 3% | -4%
Cc1ccc(C)c(S(=O)(=O)N2CCN(C(=O)CCC(=O)c3cc(C)sc3C)CC2)c1 | -7% | -4% | -2%
COc1ccccc1NC(=O)COc1ccc(C(=O)OCC(=O)NC(C)(C)C)cc1OC | -3% | 5% | 5%
CCNC(=S)N(Cc1ccccc1)Cc1nc2ccccc2c(=O)[nH]1 | 4% | -5% | 6%
COc1ccc(Cl)cc1N1C(=O)C2CCCN2C1c1cccc(F)c1 (stereo not given) | 6% | 4% | 8%
Cc1cc(/C=C(\C#N)C(=O)NCc2ccco2)c(C)n1-c1ccc(C(=O)O)cc1 | 10% | 6% | -1%
CC1CN(CCOc2ccccc2-c2ccccc2)CC(C)O1 (stereo not given) | -12% | -10% | -7%
Cc1cccc(CN2CCN(Cc3nc4c(s3)CCCC4)CC2CCO)n1 (stereo not given) | 6% | 3% | 24%
CCCCCCCCCc1nc2sc3c(c2c(=O)n1NC(=O)c1ccccc1[N+](=O)[O-])CC(C)(C)OC3 | u | -2% | 6%
CC1(C)CC[C@]2(C(=O)O)CC[C@@]3(C)C(=CCC4[C@@]5(C)CCC(O)[C@@](C)(CO)C5CC[C@@]43C)C2C1 (stereo not given in full) | x | 11%[56.1 µM] | 4%
O=C1NN(c2ccccc2)C(=O)C2C1C1C=CC2C12CC2 (stereo not given) | 3% | 3% | -2%
O=C(c1ncc[nH]1)c1ccccc1Cl | -1% | x | -5%
CC(=O)N1CCN(S(=O)(=O)c2cccc(C(=O)OCC(=O)N3CC(=O)Nc4ccccc43)c2)CC1 | -2% | -1% | -6%
CCN(CC)CCN(C(=O)c1cc2ccccc2cc1OC)c1nc2ccc(F)cc2s1 | -4% | 13% | -17%
COc1ccccc1CNc1ncncc1-c1ccc(N(C)C)cc1 | x | 17%[56.1 µM] | -13%
O=C(NCC1CCCO1)C1CCN(C2CCN(Cc3ccco3)CC2)CC1 (stereo not given) | 14% | 3% | -13%
Cc1cc(C)n(Cc2ccc(C(=O)NN)o2)n1 | 19% | 5% | 13%
CC(=O)c1c(N2CCOCC2)nc2ccc(Cl)cc2c1-c1ccccc1 | -22% | 1% | 22%
CCCCn1c(SCC(=O)N2CCOCC2)nnc1-c1ccoc1C | 2% | 5% | 0%
Cc1cc(C)c(NC(=O)CSc2nc(=O)n(Cc3ccco3)c3c2CCC3)c(C)c1 | -11% | 3% | x
COc1ccc2oc(C(=O)OCC(=O)N(C)Cc3ccccc3)c(C)c2c1 | -12% | x | 6%
CN1c2cccc3cccc(c23)N(C)C1c1cccs1 | 10% | -8% | 10%
Cc1ccc(C(=O)NCCCNCCCN(C)C)cn1 | -18% | -1% | 3%
Cc1oc(C)c2c(=O)cc(-c3ccc4c(c3)OCO4)cc(OC(=O)c3ccc(Cl)cc3)c12 | -9% | -4% | x
CC1(C)Cc2c(c(N3CCOCC3)nc3sc(C(=O)Nc4ccccc4)c(N)c23)CO1 | -6% | 4% | -2%
CCC1CCCCN1S(=O)(=O)c1ccc(NC(=O)c2snnc2C)cc1 (stereo not given) | -21% | 4% | -10%
CCOC(=O)C(=O)Nc1nnc(CCc2ccccc2)s1 | -7% | 0% | 0%
O=C(NCCCN1CCOCC1)c1ccc2nc(Cc3cccc(Cl)c3)oc2c1 | -1% | 7% | 0%
O=C(Nc1nc2ccccc2n1CCN1CCOCC1)c1ccc(Cl)cc1 | 0% | 4% | -5%
Cc1c(C(=O)Nc2cccc(C(F)(F)F)c2)oc2ccc(S(=O)(=O)N(C)C3CCCCC3)cc12 | -6% | 5% | x

# Following part.
SMILES | FEN1 inhibitor | TDP1 block | N370S GC mod
Cc1cc(C)c2cc(C#N)c(SCC(=O)NCc3ccco3)nc2c1 | -1% | -4% | 6%
CC(=O)c1ccc(S(=O)(=O)N(C)C(C)CCc2ccco2)cc1 (stereo not given) | 15% | x | -4%
COc1cccc(F)c1C(C[N+](=O)[O-])c1c(N)n(C)c(=O)n(C)c1=O (stereo not given) | 17% | -1% | -5%
CC(C)(C)OC(=O)CNC(=O)c1nc[nH]c1C(=O)N1CCc2ccccc2C1 | -3% | x | -11%
Cc1cc(C)cc(OCc2nnc(SCC(=O)c3ccccc3)o2)c1 | -12% | 3% | 6%
